Mito fusion act = blocks mitochondrial division or promotes mitochondrial fusion; 320,000 compounds, 0.23% hits; S. cerevisiae fusion-defective mutant growth rescue, CellTiterGlo 48 h; Potency, µM (titrated, usually from 46.1 µM), inactives show at the highest dose growth rescue (activation), most hits filed as activators; AID 485298;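 note: potency is the fitted concentration of half-maximal effect; % of control where 0% means no effect; nearly all actives have a fitted effect of over 45% in size; temperature-sensitive fusion mutants such as fzo1-1 at 37 °C on non-fermentable ethanol glycerol medium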
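S. cerevisiae fusion-defective temperature-sensitive mutants (e.g. fzo1-1, mgm1-5) grown 48 h at 37C in YPEG (ethanol/glycerol non-fermentable) medium with 23 nl compound per well; growth rescue read as CellTiterGlo luminescence.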
Eya2 inh = blocks the phosphatase activity of human Eya2. O00167. recombinant Eya2, OMFP fluorescence dephosphorylation (OMFP is methylfluorescein phosphate). Potency, µM (series often up to 76.9 µM), for inactives: at the highest dose activity, negative = inhibition, hits mostly inhibitors. 330,000 compounds, 0.006% hits. AID 488837; note: potency is the fitted concentration of half-maximal effect; % is set by controls: 0 for no effect and ±100 for the full control effect
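Eya2 protein (added as 0.2 uM solution) was preincubated with compound for 10 min at ambient temperature in 50 mM HEPES pH 7.5, 50 mM NaCl, 5 uM MgCl2, 0.05% BSA, 1 mM DTT. OMFP (added at 50 uM) then reacted 10 min; fluorescence read at 485/525 nm.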
TCR act = T cell receptor activation; primary human leukocytes, anti-CD3, IL-2 HTRF, 48 h; 330,000 tested, under 10 active; Potency, µM (doses to about 9.22 µM), without a hit: at the top dose activation of IL-2 secretion, hits mostly activators; AID 504894; note: % of control where 0% means no effect
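TCR engagement came from a-CD3 beads alone, with compounds added to primary human leukocytes for 48 hr. Secreted IL-2 bridged europium cryptate- and d2-labelled anti-IL-2 antibodies, giving FRET emission at 665nm after 320nm excitation.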
TSHR antagonist = antagonists of human thyroid stimulating hormone receptor; AID 504810; TSHR-expressing cells, TSH-stimulated cAMP HTRF, 2 h; hits give low values; P16473; activity change, negative = inhibition, % at 11.5 µM; 330,000 compounds, 0.2% hits;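 active = activity change below a set negative limit, meaning inhibition stronger than a set level, cut at about -70% in these data; inconclusive = activity change between two set negative limits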; note: % is set by controls: 0 for no effect and ±100 for the full control effect
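Inhibition of cAMP made by TSHR-expressing cells under TSH stimulation (4nM final, EC80; 2 h, 37 deg C) is quantified with a one-step lysis HTRF kit, anti-cAMP cryptate versus cAMP-d2.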
PTAP TSG101 blk = blocks PTAP/TSG101 interaction to inhibit HIV-1 budding. Fluorescence polarization, FITC-PTAP peptide / Tsg101 binding. Potency, µM (titrated, usually from 115 µM), for inactives: at the top dose activity change, negative = inhibition, most hits filed as inhibitors. 340,000 tested, under 10 active. AID 493005; active = well fitted inhibition curve with a large enough effect in the main read-out, with a control signal flat, not every such curve was filed as active; inconclusive = small, poorly fitted or top-dose-only effect, or effect the other way, or a change in a side signal; inactive = no such curve, though single readings can be large or run the other way; note: potency is the fitted concentration of half-maximal effect; % of control where 0% means no effect
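Fluorescence anisotropy tracks displacement of a FITC-tagged PTAP peptide (50 nM) from the Tsg101 binding domain (10 uM), following a 20 min room-temperature incubation at pH 7.5.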
Integrin act MD = activates integrin-mediated alleviation for muscular dystrophy. 350,000 compounds, 0.064% hits. alpha7betagal myoblasts, beta-gal FDG fluorescence, 48 h. Potency, µM (series often up to 38.3 µM), inactives show at the top dose activation, hits mostly activators;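 note: potency is the fitted concentration of half-maximal effect; 100% = response of the positive control SU9516; nearly all actives have a fitted effect of over 60% in size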
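alpha7betagal+/- myoblasts (passage 13, 250/well) treated 48 h at 37C with compounds at 1:260 dilution of DMSO stock. Lysed, then beta-galactosidase activity read as FDG fluorescence (ex 480/em 540) after 30 min, with pre-read for autofluorescence.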
AT treatment = potential ataxia-telangiectasia treatments restoring KAP-1 phosphorylation | […] A-T fibroblasts, KAP-1 phosphorylation AlphaLISA; neocarzinostatin DNA damage 30 min before lysis | Potency, µM (top dose mostly 57.5 µM), inactives show at the top dose activation, most hits filed as activators | 320,000 compounds, 0.19% hits; note: potency is the fitted concentration of half-maximal effect; % of control where 0% means no effect; nearly all actives have a fitted effect of over 45% in size
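hTERT-immortalized A-T patient fibroblasts ([…]), 500 cells/well in OPTI-MEM, 1% FBS, got compounds for 60 min, then NCS for 30 min at 37C. Lysates were then assayed for phospho-KAP-1 by AlphaLISA (anti-pKAP1 donor, anti-KAP1 acceptor beads), 6 hr at 25C.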
Tb PFK block = T. brucei PFK enzyme inhibition. 330,000 compounds, 0.17% hits. O15648. Potency, µM (series often up to 57.5 µM), for inactives: top-dose activity, negative = inhibition, most hits filed as inhibitors. T. brucei PFK, ADP-Glo luminescence;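 note: potency is the fitted concentration of half-maximal effect; 0% = uninhibited 1x PFK enzyme wells and -100% = no-enzyme wells; nearly all actives have a fitted effect of over 60% in size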
Target sequence (O15648 whole entry, looked up): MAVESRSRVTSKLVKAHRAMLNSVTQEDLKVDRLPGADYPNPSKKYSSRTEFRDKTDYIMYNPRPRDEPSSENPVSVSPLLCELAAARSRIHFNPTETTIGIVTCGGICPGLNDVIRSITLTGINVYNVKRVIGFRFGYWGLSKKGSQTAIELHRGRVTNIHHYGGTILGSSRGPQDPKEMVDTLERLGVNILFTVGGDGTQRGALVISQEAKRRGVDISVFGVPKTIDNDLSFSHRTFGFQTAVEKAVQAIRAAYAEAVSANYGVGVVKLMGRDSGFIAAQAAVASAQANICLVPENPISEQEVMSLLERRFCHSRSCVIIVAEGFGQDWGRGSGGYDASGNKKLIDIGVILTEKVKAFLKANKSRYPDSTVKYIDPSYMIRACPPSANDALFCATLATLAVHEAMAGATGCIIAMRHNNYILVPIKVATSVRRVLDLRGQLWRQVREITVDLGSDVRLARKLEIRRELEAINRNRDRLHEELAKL
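Luminescent ADP detection (ADP-Glo, two-step: ATP depletion then ADP-to-ATP conversion for luciferase) reported PFK activity after 45 min room-temperature reaction of 1.25 nM enzyme with 0.5 mM F6P and 0.1 mM ATP at pH 8.0.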
ELG1 repair inh = blocks ELG1-dependent DNA repair in HEK293T cells; HEK293T ELG1-luciferase reporter, luminescence, 16 h; DNA damage induced by 5-fluorouridine; Potency, µM (doses to about 46.1 µM), without a hit: at the top dose activity change, negative = inhibition, most hits filed as inhibitors; 330,000 compounds, 2.3% hits; AID 504467; note: potency is the fitted concentration of half-maximal effect; % is set by controls: 0 for no effect and ±100 for the full control effect; nearly all actives have a fitted effect of over 55% in size
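Step one: seed 2,000 cells per well. Step two: pin-transfer compound or DMSO alongside 5-fluorouridine. Step three: incubate 16 hr, 37 °C, 5% CO2. Step four: add ONE-Glo, wait 30 min, read luminescence.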
S-ASM inh = blocks human secretory acid sphingomyelinase. P17405. placental ASM, HMU-PC fluorogenic substrate, 60 min. Potency, µM (top dose mostly 57.5 µM), for inactives: at the highest dose activity change, negative = inhibition, actives largely listed as inhibitors. 340,000 compounds, 0.006% hits. AID 504937; note: potency is the fitted concentration of half-maximal effect
Target sequence (P17405 47-631 limits assumed): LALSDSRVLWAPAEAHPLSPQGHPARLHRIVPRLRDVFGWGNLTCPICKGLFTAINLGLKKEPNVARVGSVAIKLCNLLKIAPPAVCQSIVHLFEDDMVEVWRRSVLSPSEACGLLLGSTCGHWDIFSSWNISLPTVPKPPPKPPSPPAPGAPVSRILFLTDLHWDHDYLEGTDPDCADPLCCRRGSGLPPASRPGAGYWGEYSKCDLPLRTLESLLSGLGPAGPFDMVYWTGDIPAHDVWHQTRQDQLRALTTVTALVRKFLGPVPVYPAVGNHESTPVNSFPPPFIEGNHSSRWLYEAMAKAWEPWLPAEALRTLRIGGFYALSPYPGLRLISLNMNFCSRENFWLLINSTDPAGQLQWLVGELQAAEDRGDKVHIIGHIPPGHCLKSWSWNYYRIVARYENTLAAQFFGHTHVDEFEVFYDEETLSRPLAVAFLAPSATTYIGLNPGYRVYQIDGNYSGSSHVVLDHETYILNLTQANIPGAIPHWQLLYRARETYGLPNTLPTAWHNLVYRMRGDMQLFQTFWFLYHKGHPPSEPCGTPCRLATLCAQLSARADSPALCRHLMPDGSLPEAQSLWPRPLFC
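Human placenta-derived ASM enzyme was preincubated with compound for 10 minutes at room temperature, then given fluorogenic substrate HMU-PC0 (9 uM final) for 60 minutes at 37 °C; a pH 10 stop preceded fluorescence reading at Ex 386/Em 447 nm.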
Chronic BCR inh = chronic active BCR signaling inhibition | ABC-DLBCL IkBa-CBG/CBR reporter, luminescence ratio, 4 h | Potency, µM (highest dose often 46.1 µM), for the others: at the top dose ratio change, negative = lower green/red ratio, most hits filed as inhibitors | 340,000 compounds, 0.05% hits; active = well fitted inhibition curve with a large enough effect in the signal ratio, with a control signal flat, not every such curve was filed as active; inconclusive = small, poorly fitted or top-dose-only effect, or effect the other way, or a change in a side signal; the % refers to the signal ratio;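 note: potency is the fitted concentration of half-maximal effect; plate controls were basal doxycycline-induced cells for no effect and cells given 10 µM MG132 for full effect; MG132 reads +100%, hits lower the ratio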
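Compounds up to 46 uM were incubated four hours with TMD8 cells whose green CBG68 luciferase is fused to IkappaBalpha; red CBR luminescence normalised the signal, and concentration-effect curves were fitted to fusion, red and ratio data.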
The depositor's hits bear a star; i = inactive; ? = inconclusive; · = not tested or not shown; [ ] = another dose, or the depositor's remark. Unless noted, calls come from the whole dose curve; as a rule, active = well fitted curve in the direction sought with a large enough effect; inconclusive = small, poorly fitted or top-dose-only effect, or another doubt; inactive = no such curve, though single readings can be large; an effect the other way counts as inactive or inconclusive.

SMILES | Mito fusion act | Eya2 inh | TCR act | TSHR antagonist | PTAP TSG101 blk | Integrin act MD | AT treatment | Tb PFK block | ELG1 repair inh | S-ASM inh | Chronic BCR inh
O=C(NCCc1ccccc1)C1CCCN(S(=O)(=O)c2cccc3nsnc23)C1 (stereo not given) | 0% | 2% | 1%[46.1 µM] | 3 | 0% | ? | 3% | -2% | ? | -1% | ?
Cc1cnc(NC(=O)Cc2cccs2)s1 | 4% | 1% | -5% | 34 | 1% | -12% | 6% | -1% | ? | -2% | 15%
CC(C)C(=O)NNC(=O)CSc1nnnn1C(C)C | -5% | -5% | 6% | 6 | -1% | -7% | -4% | 0% | 8% | 7% | -4%
COC(=O)COc1nc(C)c(Br)c(OC)n1 | -2% | 2% | -2% | 11 | -3% | -12% | · | -10% | 28% | 4% | 8%
CCC(C)N=C1CC(C)(C)CC(=O)/C1=C(/O)Cc1ccccc1 (stereo not given) | -2% | -5% | 7%[46.1 µM] | 3 | -2% | -4% | 4% | 0% | 9% | 0% | 0%
CC(C)n1c(SCC(=O)N2CCN(C(=O)c3ccco3)CC2)nc2c1c(=O)n(C)c(=O)n2C | -4% | 3% | 5% | 6 | -3% | -12% | 0% | 3% | -5% | 1% | 3%
CCC(NS(=O)(=O)c1ccc(OC)cc1)C(=O)NCCc1ccccc1 (stereo not given) | 1% | 12% | 1% | -4 | -4% | -14% | -3% | -1% | 1% | 4% | 1%
CCOC(=O)C1CCCN(C(=O)Cc2c(C(=O)O)[nH]c3ccccc23)C1 (stereo not given) | 1% | -3% | -1% | -3 | -3% | 10% | 2% | 4% | -10% | 0% | -8%
O=C(Nc1ccc(N2CCCC2)c(Cl)c1)c1cccnc1 | -1% | -1% | -6%[46.1 µM] | 24 | -5% | -24% | 10% | -6% | ? | -2% | 1%
Cc1ccccc1NC(=O)Cc1nc(COC(=O)c2ccc(NC(N)=O)cc2)cs1 | · | 4% | -4% | -14 | 0% | 20% | 2% | 22% | ? | -2% | -5%
CCOc1ccccc1/C=C/C(=O)NCC(=O)N1CCC(N(C)C2CCCCC2C)CC1 (stereo not given) | -14% | 3% | -4% | -5 | -2% | 7% | 1% | 3% | 19% | 2% | 3%
O=C(CC1SC(=Nc2ccc(OC(F)F)cc2)N(CCN2CCOCC2)C1=O)Nc1ccc(F)cc1F (stereo not given) | 5% | 0% | 6% | -8 | -6% | -29% | -3% | -2% | ? | -8% | -13%
CCOCN(C(=O)Cn1cnc2ccccc21)c1c(C)cccc1CC | 5% | 2% | 3% | 7 | -2% | 9% | -2% | -1% | 0% | 0% | 10%
O=C(CNS(=O)(=O)c1cccc(Br)c1)NCC1CCCCC1 | 2% | 7% | 4% | · | -1% | -22% | 4% | 0% | 8% | 4% | 1%
O=C(CN(Cc1ccco1)C(=O)c1ccc(F)cc1)Nc1ccccc1Br | · | 2% | -1% | · | -2% | 1% | 4% | 1% | 0% | -2% | -6%
COc1ccc(C(=O)NCC(=O)N2CCC(Cc3ccccc3)CC2)cc1OC | 2% | 15% | 4% | -7 | -1% | -13% | 4% | -3% | -19% | 0% | -18%
O=C(N/N=C/c1ccc(OC(=O)c2ccc(Br)cc2)cc1)c1ccncc1 | -11% | -13% | 1% | 31 | -2% | 5% | 11% | 6% | 14% | -8% | -1%
Cn1nnc(NC(=O)c2ccccc2)n1 | 0% | -6% | 0%[46.1 µM] | -7 | 1% | 16% | 1% | 1% | 2% | 0% | 3%
CC(OC(=O)Cn1cc(C(F)(F)F)ccc1=O)C(=O)NC(C)c1ccc(Cl)cc1Cl (stereo not given) | 5% | 2% | 6% | -3 | -4% | 12% | 1% | -7% | 2% | -1% | ?
CC(=O)N1CCN(C(=S)NC(=O)C23CC4CC(CC(C4)C2)C3)CC1 | 4% | 13% | 1% | 15 | -4% | 17% | -4% | 4% | 4% | -2% | -9%
O=C(N/N=C/C=C/c1ccccc1)c1cccc(Br)c1 | -1% | -5% | 0% | -12 | -1% | -44% | 1% | -3% | 11% | -9% | ?
O=C(CCn1c(=O)[nH]c2ccccc2c1=O)N1CCN(c2cccc(C(F)(F)F)c2)CC1 | 3% | -22% | · | -3 | -8% | 18% | -2% | 2% | ? | -13% | ?
Cc1c2c(n3c(nc4ccccc43)c1C#N)N(CCCN(C)C)CC2 | 1% | -8% | · | -22 | -4% | -20% | 7% | -5% | -2% | i | ?
Cc1ccc(CN2CCN(Cc3cccn3-c3ccccn3)CC2CCO)o1 (stereo not given) | 0% | 8% | 3% | 2 | -1% | -10% | 1% | 3% | 3% | 5% | -2%
CCn1c(CNc2ccc(Cl)cc2)nnc1SCc1ccc(Cl)cc1 | ? | -7% | 4%[46.1 µM] | 0 | -7% | 16% | 11% | 2% | ? | -3% | 4%
O=S(=O)(NC(=NC1CCCCC1)c1ccccc1)c1ccccc1 | 5% | 2% | -2% | -19 | -6% | 0% | 4% | 0% | -8% | 1% | 4%
Cc1ccc(Nc2nc(-c3sc(N)nc3C)cs2)cc1 | -11% | -16% | 5% | 15 | -3% | -2% | -10% | -12% | -1% | -17% | ?
O=C(O)COCC(=O)NCc1csc2ccc(Cl)cc12 | 2% | -9% | 7% | 25 | -8% | -10% | 32% | 1% | ? | 9% | -3%
O=C(Nc1ccccc1F)c1ccc(CSc2ccccc2)o1 | 14% | -11% | -2%[46.1 µM] | -15 | -4% | 7% | 14% | -4% | ? | 1% | -11%
CN1CCN(C(=O)N2c3ccccc3C=Cc3ccccc32)CC1 | -9% | -8% | 1% | 3 | -4% | 22% | -7% | -3% | 21% | 4% | 5%
CN(CCOc1ccccc1)CC(=O)Nc1ccc(S(=O)(=O)N2CCCC2)cc1 | -2% | ? | 3% | 0 | -2% | -4% | -3% | 0% | -8% | 0% | ?
CCOCCn1c(CN2CCCC(C)C2)nc2c1c(=O)n(C)c(=O)n2C (stereo not given) | 6% | 2% | 3% | 6 | 0% | -6% | 16% | 3% | 1% | 3% | 0%
C/C(=N/NC(=O)c1cccs1)c1ccc(NC(=O)COc2ccc(Cl)cc2Cl)cc1 | 0% | -11% | -18% | 10 | -2% | -34% | 4% | -3% | ? | -1% | -9%
COc1ccc(S(=O)(=O)N2CCN(c3c(C)cccc3C)CC2)cc1OC | -4% | -2% | -4% | -37 | -2% | -2% | -11% | 1% | ? | -2% | 0%
CCOC(=O)c1cnc(-n2nc(C)cc2C)nc1NNc1ncc(-c2ccccc2)cn1 | 15% | -13% | -7% | -2 | -1% | 16% | 0% | -3% | ? | -1% | -26%
O=C(N/N=C(\c1ccccc1)c1cccnc1)C(O)(c1ccccc1)c1ccccc1 | 1% | -10% | -70% | 21 | 5% | 14% | 12% | -10% | ? | -1% | ?
O=C(CSc1ccc2ccccc2n1)Nc1nsc(-c2ccc(Cl)cc2)n1 | -1% | -5% | -3%[46.1 µM] | 10 | -1% | 1% | -3% | 13% | -1% | -2% | -11%
Cc1ccc(/C=C2/Sc3ccccc3N(CC(=O)NCC3CCCO3)C2=O)cc1 (stereo not given) | 1% | -10% | 2% | -8 | -1% | 1% | -10% | 1% | -10% | -4% | ?
COc1cc(C(=O)NC(=S)Nc2nccs2)cc(OC)c1OC | 6% | 2% | 5% | 0 | 0% | 22% | 6% | -2% | 8% | -1% | 0%
Cc1ccc(C(=O)CSc2cnc3ccccc3n2)cc1C | 17% | -5% | 0%[46.1 µM] | -12 | 1% | -16% | 1% | -2% | ? | -6% | ?
